Assay outcomes deposited in PubChem BioAssay by several laboratories.
sEH inh: inhibitors of human soluble epoxide hydrolase. inhibition, % at 2 µM. recombinant human sEH enzymatic activity assay. 91,000 tested, 0.34% active. P34913; in the data active means inhibition above about 80%; further: values of inactives mirror those of a sister screen read the other way; many of its hits are not listed in these tables
LYP act: increases human PTPN22 phosphatase activity. activation, % at 2 µM. 96,000 tested, 0.11% active. AID 697. Q9Y2R2. recombinant LYP, DiFMUP fluorescence; 0 = plate median, 100 = signal doubled;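 active means activation at 2 µM above a set limit, the mean plus 5 SD, cut at about 37% in these data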
Target sequence (Q9Y2R2 whole entry, looked up): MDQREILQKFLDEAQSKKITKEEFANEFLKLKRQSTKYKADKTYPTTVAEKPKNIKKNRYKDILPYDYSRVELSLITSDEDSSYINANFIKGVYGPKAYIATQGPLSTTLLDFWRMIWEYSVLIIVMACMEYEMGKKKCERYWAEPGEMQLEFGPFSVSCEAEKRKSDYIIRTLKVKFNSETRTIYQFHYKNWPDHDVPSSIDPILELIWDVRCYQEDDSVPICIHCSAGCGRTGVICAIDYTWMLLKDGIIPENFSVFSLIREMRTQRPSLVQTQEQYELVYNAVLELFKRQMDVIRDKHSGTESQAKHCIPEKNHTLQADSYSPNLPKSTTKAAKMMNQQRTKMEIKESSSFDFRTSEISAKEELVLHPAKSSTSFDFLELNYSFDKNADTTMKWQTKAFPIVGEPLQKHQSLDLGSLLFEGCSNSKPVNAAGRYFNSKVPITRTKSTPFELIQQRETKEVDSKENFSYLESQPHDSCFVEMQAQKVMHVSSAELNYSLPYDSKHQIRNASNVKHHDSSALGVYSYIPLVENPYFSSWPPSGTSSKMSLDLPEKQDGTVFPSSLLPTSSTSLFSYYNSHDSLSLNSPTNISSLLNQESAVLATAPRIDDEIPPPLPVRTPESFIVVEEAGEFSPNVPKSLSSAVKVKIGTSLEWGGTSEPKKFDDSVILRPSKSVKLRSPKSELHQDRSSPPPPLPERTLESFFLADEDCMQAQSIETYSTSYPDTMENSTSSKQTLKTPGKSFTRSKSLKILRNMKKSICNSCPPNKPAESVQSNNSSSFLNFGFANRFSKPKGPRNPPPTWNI
HUVEC prolif 384: human endothelial cell proliferation inhibition | HUVEC proliferation, CellTiter-Glo luminescence, 72 h; stronger effect = lower value | viability, % at 10 µM (by protocol) | 86,000 tested, 1.1% active | AID 648;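 active means viability at or below 30%; inactive means viability above 30%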;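 further: 100% = median luminescence of DMSO-only cell control wells on each plate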
S1P2 ag: activates the human S1P2 receptor; O95136; S1P2-expressing cell line, agonist reporter read-out; activation, % at 4.5 µM; 97,000 tested, 0.46% active; AID 729; in the data active means activation above about 16%;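 further: 0% = vehicle low control and 100% = maximal reference agonist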
S1P2 blocker: S1P2 (human) receptor antagonism; O95136; cell-based S1P2 antagonist assay, inhibition at 5 uM; inhibition, % at 5 µM; 97,000 tested, 0.21% active; AID 736; in the data active means inhibition above about 45%;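 further: CRE beta-lactamase reporter cells expressing human S1P2 stimulated with S1P; 0% = agonist at EC80 alone and 100% = agonist plus reference antagonist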
PostGolgi ctrl: growth of the yeast control strain, post-Golgi counter-screen. 98,000 tested, 5% active. efflux-deficient yeast background strain, growth absorbance A615, 16 h. inhibition, % at 10 µM; in the data active means inhibition above about 30%
H69AR inhibit: growth inhibitors of human H69AR lung tumor cells. H69AR lung tumor viability, ATP luminescence, 72 h; stronger effect = lower value. viability, % at 10 µM. 85,000 tested, 6% active;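 active means viability at or below 40%; inactive means viability above 40%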;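 further: multidrug resistant small cell line overexpressing MRP-1 efflux transporter; 100% = mean luminescence of untreated control wells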
sEH activator: activators of human soluble epoxide hydrolase; P34913; purified human sEH enzymatic activity, activator screen; activation, % at 2 µM; 91,000 tested, 0.04% active; in the data active means activation above about 37%; further: values of inactives mirror those of a sister screen read the other way
Fibroblast inh: blocks proliferation of human lung fibroblasts; viability, % at 10 µM; 85,000 tested, 1.1% active; LL 47 human lung fibroblast viability, ATP luminescence; stronger effect = lower value;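 active means viability at or below 50% in the single dose screen; inactive means viability above 50%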;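 further: compound exposure lasted 72 h before the ATP readout; 100% = median luminescence of untreated cell-only wells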
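Benchmarks: Cell-only wells, no compound | Test system: LL 47 human lung fibroblasts, passage 12 or lower | Input: 1,150 cells/well | Measured by: CellTiter-Glo luminescence measuring cellular ATP | Medium: IMEM, 15% FBS supplement | Schedule: Overnight attachment after seeding, then 72 h compound exposure at 37 °C | Doses: Compound addition at 0.1% DMSO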
The depositor's hits bear a star; · = no result given.

SMILES	sEH inh	LYP act	HUVEC prolif 384	S1P2 ag	S1P2 blocker	PostGolgi ctrl	H69AR inhibit	sEH activator	Fibroblast inh
C=CCNC(=O)CSc1nc2cc(C(=O)OCC)ccc2n1CC	2	-9	80	-2	-9	-3	26*	-2	91
CCSc1ccccc1C(=O)Nc1nncs1	-4	-12	97	-2	-11	-12	99	9	94
Cc1onc(-c2ccccc2)c1C(=O)NCCc1ccc(S(N)(=O)=O)cc1	5	-3	98	2	-20	-4	83	-4	108
CCOc1ccc(C2C(C#N)=C(C)NC3=C2C(=O)c2ccccc23)cc1 (configuration not stated)	-7	5	·	1	-14	10	·	7	·
Cc1ccccc1OCC(O)Cn1c(NCc2ccco2)nc2c1c(=O)n(C)c(=O)n2C (configuration not stated)	-7	9	97	-2	-22	5	55	7	99
CCCCN(CC)CCNc1c(NC2CCN(C(=O)OCC)CC2)c(=O)c1=O	·	-2	101	-4	-7	36*	107	·	107
COc1cc(OC)cc(C(=O)Nc2ccc(-c3nc4ccccc4o3)cc2)c1	-14	11	35	-3	-4	4	30*	14	108
Cc1nnc(NC(=O)CSc2nc(C3CCCCC3)nc3ccccc23)s1	0	8	·	-5	16	27	·	2	·
CCOC(=O)Nc1ccc2c(c1)OCO2	-4	5	87	-6	-4	-1	101	3	107
CCCOc1ccc(OCCSc2ncccn2)cc1	1	-4	113	-1	-1	3	73	-3	98
CC(NC(=O)c1ccco1)C(c1cccs1)N1CCOCC1 (configuration not stated)	-1	3	·	6	11	4	·	-2	·
CCCOc1c(OC)cccc1C1CC(=O)Nc2cc3c(cc21)OCCO3 (configuration not stated)	13	10	60	-1	-17	11	15*	-13	91
COC(=O)c1c(C)c(C)nc(N)c1C#N	2	-1	104	-4	-1	1	98	2	106
CCCNC(=O)N1CCC(C(=O)c2ccc(F)cc2)CC1	-4	-11	104	-4	32	5	94	6	101
Cc1cc(SCC(=O)Nc2ccccc2C)nc(C)n1	-8	-9	100	2	-2	3	93	7	124

Complete entries, looked up by structure.
Cc1cc(SCC(=O)Nc2ccccc2C)nc(C)n1 as listed: sEH inh: -8; LYP act: -9; HUVEC prolif 384: 100; S1P2 ag: 2; S1P2 blocker: -2; PostGolgi ctrl: 3; H69AR inhibit: 93; sEH activator: 7; Fibroblast inh: 124
Cc1nnc(NC(=O)CSc2nc(C3CCCCC3)nc3ccccc23)s1 as listed: sEH inh: 0; LYP act: 8; HUVEC prolif 384: ·; S1P2 ag: -5; S1P2 blocker: 16; PostGolgi ctrl: 27; H69AR inhibit: ·; sEH activator: 2; Fibroblast inh: ·

Structural class: those above containing four or more nitrogen atoms.
SMILES	sEH inh	LYP act	HUVEC prolif 384	S1P2 ag	S1P2 blocker	PostGolgi ctrl	H69AR inhibit	sEH activator	Fibroblast inh
Cc1ccccc1OCC(O)Cn1c(NCc2ccco2)nc2c1c(=O)n(C)c(=O)n2C (configuration not stated)	-7	9	97	-2	-22	5	55	7	99
CCCCN(CC)CCNc1c(NC2CCN(C(=O)OCC)CC2)c(=O)c1=O	·	-2	101	-4	-7	36*	107	·	107
Cc1nnc(NC(=O)CSc2nc(C3CCCCC3)nc3ccccc23)s1	0	8	·	-5	16	27	·	2	·

Further structures.
SMILES	sEH inh	LYP act	HUVEC prolif 384	S1P2 ag	S1P2 blocker	PostGolgi ctrl	H69AR inhibit	sEH activator	Fibroblast inh
O=C(CNC(=O)c1cccs1)NCC(=O)OCc1cccc(Cl)c1	8	6	·	-4	13	8	·	-6	·
Cc1c(C(=O)N(C)C)sc2nc(-c3ccccn3)[nH]c(=O)c12	-4	-6	102	-5	-4	16	77	7	96
Cc1occc1C(=O)Nc1nnc(C2CCCCC2)s1	·	·	98	·	·	14	77	·	95
O=C(COc1ccc(CO)cc1)Nc1ccc(F)cc1	-7	5	110	-10	17	22	100	6	103
CC1CC(C)CN(c2ccc(C(=O)OCC(=O)NC3CCCc4ccccc43)cc2[N+](=O)[O-])C1 (configuration not stated)	28	0	105	-6	9	7	100	-27	101
COc1ccc(C2C(=O)N(CCc3ccccc3)CC(=O)N2C2CCCCC2)cc1 (configuration not stated)	31	-4	90	-1	10	20	63	-30	89
Cc1cc(C(=O)CSc2nnnn2C)c(C)n1-c1cccc(F)c1	·	-1	104	-10	-10	1	51	·	·
CN(C)S(=O)(=O)c1cccc(NC(=O)COC(=O)CCc2nc3ccccc3s2)c1	-1	-2	93	-4	-9	-3	98	4	94
CCN(c1ccccc1)S(=O)(=O)c1ccc(C(=O)Nc2nccs2)cc1	37	5	104	-2	-3	11	88	-40	107
Cc1cccc(N2CCN(C(=O)CN3CCOc4ccccc43)CC2C)c1 (configuration not stated)	3	5	115	-7	9	6	85	-5	95
Cc1cc(NC(=O)c2ccc(C)s2)n(-c2ccccc2)n1	-4	-13	·	-1	-14	11	·	3	·
O=C(O)CCCCCN1C(=O)c2ccc(C(=O)O)cc2C1=O	·	6	94	-4	13	-8	97	·	99
O=C(c1cn(-c2ccccc2)nc1-c1cccs1)N1CCOCC1	0	-9	92	-2	24	-5	97	2	96
Cc1ccc(-c2cc(C(=O)NCCCN3CCOCC3)no2)cc1	17	3	98	-1	-7	-4	98	-17	95
Cc1ccc(-n2nnc3c(=O)n(Cc4cc(C)ccc4C)cnc32)cc1	-21	-6	63	-5	-6	·	33*	23	99
O=C(NCc1cccc(Cl)c1)c1cccc(C(F)(F)F)c1	21	-4	·	-5	9	21	·	-19	·
CCn1c(N2CCN(C(=O)Nc3ccc(F)cc3)CC2)nc2ccccc21	-5	-11	110	-5	15	0	71	5	108
O=C(CSc1ncn[nH]1)NC12CC3CC(CC(C3)C1)C2	7	6	92	-1	-12	10	96	-6	90
C=CCn1c(SCc2cccc(C#N)c2)nnc1-c1ccccc1O	3	7	102	-1	-8	16	71	-3	96
CCC(=O)Nc1cccc(C(=O)/C=C/c2cc(Br)ccc2OC)c1	6	3	·	-4	-6	81*	·	-6	·
O=C/C(=C\Nc1ccccn1)c1nc2cc(Cl)ccc2o1	8	2	84	-2	7	·	54	-8	98
Cc1cc(C)n(-c2ccc(C(=O)OC(C)C)cc2)n1	2	2	·	-13	-13	0	·	1	·
Cc1ccc(N(C(=O)c2ccncc2)C2C=CS(=O)(=O)C2)cc1 (configuration not stated)	0	6	106	-4	6	-5	95	-1	94
CCOc1ccc(S(=O)(=O)Nc2ccc(C(=O)N/N=C(\C)c3ccc(-n4ccnc4)cc3)cc2)cc1	15	1	89	-3	-8	7	100	-16	74
CCOC(=O)c1cc(-c2ccc(Cl)cc2)nc2onc(C)c12	-11	7	103	-2	-21	6	90	12	96
Cc1ccc2nc(SCC(=O)c3ccc4c(c3)OCO4)[nH]c2c1	1	9	95	-2	13	7	92	1	103
CCCCCc1c(C)nc(Nc2ccccc2)[nH]c1=O	18	1	85	-12	13	24	80	-20	108
O=C(CN1CCOc2ccccc21)N1CCC(Cc2ccccc2)CC1	-14	-12	99	-4	7	·	88	13	98
CCOC(=O)N1CCC(Nc2c(NCCCN(C)Cc3ccccc3)c(=O)c2=O)CC1	·	14	85	-7	0	11	88	·	89
CCC(C)N(C(=O)CSc1nc(-c2ccccc2)cs1)C1CCS(=O)(=O)C1 (configuration not stated)	9	2	84	-6	0	-2	71	-8	107

As entered above:
Cc1ccc(N(C(=O)c2ccncc2)C2C=CS(=O)(=O)C2)cc1 (configuration not stated) in S1P2 ag is entered as -4
O=C(CSc1ncn[nH]1)NC12CC3CC(CC(C3)C1)C2 in S1P2 ag is entered as -1
O=C(CNC(=O)c1cccs1)NCC(=O)OCc1cccc(Cl)c1 in S1P2 ag is entered as -4
CCn1c(N2CCN(C(=O)Nc3ccc(F)cc3)CC2)nc2ccccc21 in PostGolgi ctrl is entered as 0
O=C(COc1ccc(CO)cc1)Nc1ccc(F)cc1 in PostGolgi ctrl is entered as 22

The list goes on.
SMILES	sEH inh	LYP act	HUVEC prolif 384	S1P2 ag	S1P2 blocker	PostGolgi ctrl	H69AR inhibit	sEH activator	Fibroblast inh
O=C(O)CC1Sc2nc3ccccc3n2C1=O (configuration not stated)	5	5	90	2	-15	-1	90	-4	104
CCOc1ccc(NC(=O)[C@@H](NC(=O)c2ccccc2)[C@@H](C)CC)cc1	-13	7	98	-3	-8	-1	92	10	101
Cc1ccc(NC(=O)C2CC(=O)NC(N3CCc4ccccc43)=N2)cc1 (configuration not stated)	-1	-8	95	-9	20	7	·	4	103
Cc1c(NC(=O)CSc2ccccn2)c(=O)n(-c2ccccc2)n1C	12	-11	99	-1	-5	10	86	-9	103
Cc1nnc(NC(=O)CSc2nccn2-c2cccc(C)c2C)s1	-5	5	75	-6	2	4	29*	9	56
CCc1c(C)nc(N)n2c(SCC(=O)Nc3ccccc3OC)nnc12	-12	-6	92	-5	-5	2	82	10	103
Cn1cccc1C(=O)OCc1cc(Cl)cc2c1OCOC2	9	1	113	-4	11	18	105	-7	95
CCCCn1c(-c2csc3ccccc23)n[nH]c1=S	1	2	·	-4	-9	11	·	-2	·
Cc1noc(C)c1C(=O)NCc1ccco1	-6	4	106	0	-36	-4	105	6	122
CCOC(=O)C1(S(=O)(=O)c2ccc(Cl)cc2)CCN(Cc2ccccc2)CC1	-3	9	·	-1	2	5	·	1	·
COc1cccc(NC(=O)Cn2c(SCC(=O)N3CCOCC3)nc3ccccc32)c1	3	1	111	-8	-3	-4	82	-1	105
COc1cc2c(cc1OC)-c1nnc(-c3cccs3)n1C(C)(C)C2	-11	17	106	-5	9	·	87	11	100
CCOC(=O)C(NC(=O)c1ccccc1)=C1C=C(C)OC(C)=C1	10	5	103	-8	4	4	97	-8	98
Cn1c(NCCCN2CCOCC2)nc2c1c(=O)n(Cc1ccc(Cl)cc1Cl)c(=O)n2C	·	5	58	-5	24	8	73	·	87
COc1cc(S(=O)(=O)N2CCC(c3nc4ccccc4s3)CC2)ccc1S(=O)(=O)NC1CCCC1	-10	2	86	-1	-21	·	74	10	100
COc1ccc2c(c1)-c1c(sn(-c3ccc(OC)c(OC)c3)c1=S)C(C)(C)N2	7	-16	·	-7	8	38*	·	-5	·
COc1ccc(NC(=O)CSc2nnc(Cn3c(=O)sc4ccccc43)n2C)cc1	·	·	104	·	·	2	83	·	106
Cn1c(/C(C#N)=C2/CCCCCN2)nc2ccccc21	·	·	99	·	·	8	88	·	91
CN(C)CCn1c(=O)n(Cc2ccco2)c(=O)c2c3c(sc21)CCCCC3	-5	-11	89	-6	-11	-2	51	5	92
CCOC(=O)C(C)Sc1nnc(-c2c[nH]c3ccccc23)n1C (configuration not stated)	-18	3	105	0	-1	17	92	16	101
O=C(CN1CCC(O)CC1)N1c2ccccc2C=Cc2ccccc21	·	·	93	·	·	12	89	·	103

Some of the compounds tested; rates above refer to the full screens.
